# Pf gametocyte – inhibitors of late stage P. falciparum gametocyte viability. P. falciparum stage V gametocytes, ATP luminescence, 24 h. inhibition, % at 10.9 µM. 0.065% of 150,000 active;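 active means inhibition above the mean plus 3 SD of compounds within the control limits, set per campaign, cut at about 38% in these data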;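 further: 0% = DMSO wells and 100% = medium only without gametocytes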
# Numbers without * were called inactive. Only part of the results is shown; rates above refer to the full screens.
SMILES,Pf gametocyte
CCN1C[C@@H]2[C@@H]3C(=O)N(Cc4ccccc4)C(=O)[C@@H]3[C@](Cc3ccccc3)(C1=O)N2C(=O)c1ccc(C(F)(F)F)cc1,0.1
COc1c2c(cc3oc(CO[C@@H]4O[C@H](CO)[C@@H](O)[C@H](O)[C@H]4O)cc(=O)c13)O[C@H](C(C)(C)O)C2,11.5
C=CCOC(=O)C1=C[C@H](c2coc3ccccc3c2=O)C[C@H](OCCCCO)O1,-0.8
CC(SCc1ccccc1)C(=O)Nc1ccccc1 (centres undefined),0.3
CC1=C(C)SC(=C(C#N)c2nnc(N3CCOCC3)n2-c2ccccc2)S1,1.0
CC(=O)c1cccc(Nc2nc(-c3sc(C)nc3C)cs2)c1,4.5
O=C(Nc1ccc2ncccc2c1)c1ccccc1,-6.8
COc1ccc(CNC(=O)[C@@H]2CC=C[C@@H]3CCN(C4CCCCC4)C(=O)[C@@H]32)cc1,11.8
COCCN(C(=O)c1ccco1)c1nc(-c2ccccc2)cs1,0.2
Cc1cccc(-c2nc3c(s2)CCc2onc(-c4ccc(Br)cc4)c2-3)c1,5.1
Cc1nc(N2CCN(c3ccc(Cl)cc3)CC2)[nH]c(=O)c1C,5.8
CC12CN3CC(C)(CN(C1)C3c1ccc(Cl)cc1Cl)C2O (centres undefined),10.8
COC(=O)c1ccc(C2C(C#N)=C(N)Oc3cc(N)ccc32)cc1 (centres undefined),-18.8
COCCNC(=O)c1cc(-c2ccccc2)nn1Cc1cc(C)no1,-37.1
COc1ccc2c(=O)c(C(=O)NCCc3ccccc3)c[nH]c2c1,-1.5
Cc1cccn2c(=O)c3cc(C#N)c(=O)n(Cc4cccnc4)c3nc12,33.9
O=C(NNS(=O)(=O)c1ccccc1[N+](=O)[O-])c1cccc(Br)c1,-2.5
Cc1cc(C(=O)NC(C)C2CCCO2)c(C)o1 (centres undefined),-4.9
Cc1cccc(NC(=O)NCCN2CCCCC2)c1,-5.9
CC(C)(C)C(=O)NC1CC2CCCC(C1)N2C(=O)Nc1ccccc1Cl (centres undefined),6.8
COc1ccc2c(ccc[n+]2CC(=O)c2ccccc2)c1,-0.1
CCCCC1=CC2=CC(=O)C(C)(OC(=O)c3cccs3)C(=O)C2=CO1 (centres undefined),-9.2
O=C(NCc1ccccc1Cl)c1ccncc1,1.5
Cc1ccnc(Nc2nc(-c3ccc(Cl)cc3)cs2)c1,-18.1
COCCNC(=S)N(CCCO)Cc1cc2cc3c(cc2[nH]c1=O)OCCO3,14.5
C#CCNC(=O)C1=C[C@@H](c2ccc3c(c2)OCO3)C[C@@H](OCCCCO)O1,-33.7
NS(=O)(=O)c1ccc(SCc2ccccc2)nc1,15.5
Cc1c(CN2CCN(CC(C)C)C(CCO)C2)[nH]c2ccc(Cl)cc12 (centres undefined),13.2
Cc1ccc(N(CC(=O)N2CCCC2)S(C)(=O)=O)c(C)c1,7.2
CCC(C)[C@H]1CN=C(N)N1CCc1cccc2ccccc12 (some centres undefined),5.2
CC#CC(=O)NCC1(N(C)Cc2ccccc2)Cc2ccccc2C1,1.3
CC1(C)CCC(=O)N2CC[C@H]3c4cc5ccccc5nc4C[C@@H]1[C@H]32,6.6
CC[C@@]12C(=O)N(c3ccccc3)C(=O)N1[C@H](c1ccc(OC)cc1)[C@@H]1C(=O)N(C(C)(C)C)C(=O)[C@@H]12,-8.3
CCCCCCc1ccc(N2C[C@H](CCCCC)[C@@H](CC(=O)NCc3ccc(OC)cc3)C2=O)cc1,8.0
O=C1CC[C@@H]2CC3(C[C@@H]4CCN1[C@H]24)Nc1ccccc1NC3=NC1CCCCC1 (some centres undefined),-1.2
O=C(CCCCC(=O)NCCc1ccccc1)NCCc1ccccc1,14.7
O=C(O)CCn1c(-c2ccccn2)nc2ccccc21,4.2
COc1ccc(OC)c(N(CC(=O)Nc2ccccc2)S(=O)(=O)c2ccccc2)c1,-4.1
COc1ccc(CCNC(=O)c2c[nH]c3ccc(F)cc3c2=O)cc1OC,8.4
CCOc1ccccc1C1NC(=O)CCC1[N+](=O)[O-] (centres undefined),-8.7

# Three entries from above, bar-delimited:
canonical_smiles | Pf gametocyte
CCCCCCc1ccc(N2C[C@H](CCCCC)[C@@H](CC(=O)NCc3ccc(OC)cc3)C2=O)cc1 | 8.0
O=C1CC[C@@H]2CC3(C[C@@H]4CCN1[C@H]24)Nc1ccccc1NC3=NC1CCCCC1 (some centres undefined) | -1.2
O=C(CCCCC(=O)NCCc1ccccc1)NCCc1ccccc1 | 14.7

# Next part:
SMILES,Pf gametocyte
CCOC(=O)CN1C(=O)/C(=C2\SC(=S)N(NC(=O)c3cccnc3)C2=O)c2ccccc21,-5.0
O=C(C[C@@H]1C/C=C\CCCC(=O)OC[C@@H]2CCCN2C1=O)N[C@H](CO)Cc1ccccc1,-10.4
Clc1cccc(CNCC2CCCO2)c1Cl (centres undefined),3.3
O=C(Nc1ccccc1)Nc1ccc(Cl)nc1Cl,-15.4
O=C(O)C1CC=CCC1C(=O)NCc1ccc(Cl)c(Cl)c1 (centres undefined),-4.1
CCOc1ccccc1Nc1cc(C)c2cccc(C)c2n1,10.2
CCN1CCN(c2nc(NCCO)c3ccccc3n2)CC1,5.7
CN(C)CCN1C(=O)c2ccccc2C1=O,10.2
Cc1ccccc1CC1SC(N)=NC1=O (centres undefined),-19.3
O=C(c1ccncc1)N1CCN(CCc2ccccc2)CC1,15.9
NC(Cc1c[nH]c2ccccc12)C(=O)NCc1ccccc1 (centres undefined),-7.7
Cn1c(=O)c2sccc2n(Cc2ccc(Br)cc2)c1=O,14.0
CCc1ccccc1NC(=O)C1CCN(S(C)(=O)=O)CC1,-16.9
Cc1ccccc1CC(=O)N1CCCC1,3.0
COc1ccc(S(=O)(=O)Nc2cccc3c2O[C@H](CN(C)C(=O)Nc2ccc4c(c2)OCO4)[C@@H](C)CN([C@H](C)CO)C3=O)cc1,6.8
COc1cc2c(cc1OC)C(c1ccccc1Cl)N(C)CC2 (centres undefined),-6.0
CCOC(=O)c1sc2nc(-c3ccco3)c3c(c2c1N)CC(C)(C)OC3,-17.4
O=S(=O)(c1cccc(Br)c1)N1CCN(S(=O)(=O)c2ccc3c(c2)OCCO3)CC1,-16.9
O=C(NCc1ccccc1F)C1CCCN1S(=O)(=O)c1ccc(F)cc1 (centres undefined),4.5
COc1ccc(-c2c(C#Cc3ccccc3)c3ccccc3n2C)cc1,-4.4
O=C(CSCc1ccccc1Br)Nc1ccccc1,6.1
Cc1ccc(OCC(=O)Oc2cccc(C)c2)cc1,17.0
N#CCc1ccc(NC(=O)c2ccc(CN3CCc4ccccc4C3)cc2)cc1,13.0
CCC(=O)c1ccc(N2CCN(C(=O)c3cccs3)CC2)c(F)c1,7.8
CCC/C(=C1/c2ccccc2C(=O)N1c1ccccc1)c1cnc(OC)nc1,2.0
COc1ccccc1-c1oc2ccccc2c1C#CC1(N)CCCCC1,19.4
CS(=O)(=O)N1CCC(C(=O)Nc2ccc(F)cc2)CC1,12.4
O=C(CCCN1CCOC(c2ccccc2)C1)c1ccc(F)cc1 (centres undefined),21.6
ONC(=Nc1ccccc1Cl)c1c(F)cccc1F,10.9
NC(=O)N/N=C/c1ccccc1OCc1cccc2ccccc12,12.4
O=C(CCCCCBr)N1CCC(CC2CC(c3cccc(Br)c3)=NO2)(C(=O)NCC2CCCCC2)CC1 (centres undefined),-5.1
Nc1ccc(-c2cc3ccccc3c(=O)o2)cc1,8.8
Cc1ccc(C)c(OCC(=O)Nc2cc(NC(=O)COc3cc(C)ccc3C)cc(C(=O)O)c2)c1,13.5
COc1cc(OC)cc(-c2c(-c3cccs3)c3cc(Br)ccc3n2C)c1,-21.7
COC(C/C=C\[C@@H](O)[C@H](C)OCc1ccccc1)OC,-3.3
CC1(C)C/C(=N/Nc2ccc([N+](=O)[O-])cc2[N+](=O)[O-])C(C)(C)O1,5.4
O=S1(=O)CCOC[C@H](Cc2ccccc2)N1Cc1cccc(F)c1,3.2
CCC(CC)COC(=O)C1=C(C)NC(=O)NC1c1ccccc1Br (centres undefined),2.1
CCOC(=O)c1nn(-c2ccc(Cl)cc2C)ccc1=O,-3.4
COC(=O)Cn1c(N2CCCC2)nc2c1c(=O)n(C)c(=O)n2C,2.3
Cc1cccc(C(=O)O[C@H]2[C@H](Cc3ccccc3)NS(=O)(=O)[C@H]3CC4C=C[C@]23O4)c1,-34.2
COc1ccccc1-c1oc2ccccc2c1C#CC(C)(C)O,1.7
CCOC(=O)N1CCC(NCCNC(=O)c2cccc(F)c2)CC1,5.7
CCCCN1C(=N)N([C@@H](CCC)CN2CCC[C@H]2CN2C(N)=NC[C@@H]2Cc2ccccc2)C[C@H]1Cc1ccccc1,11.0
CC/C(=N\N=C(/CC)c1ccccc1N)c1ccccc1N,7.9
O=C(C#Cc1ccccc1)NCc1ccccc1F,-1.6
CC(C)(C)OC(=O)NCCCCCNC(=O)c1nc[nH]c1C(=O)N1CCc2ccccc2C1,-23.2
O=C(NCc1ccccc1)c1ccc[n+]([O-])c1,-4.6
O=C(NCCc1ccc(F)cc1)Nc1ccccc1,-15.8
COc1cc(C(=O)NCCNc2nc3ccc(C)cc3cc2C#N)cc(OC)c1OC,14.8
COCCNC(=O)Cn1cc(/C=C(\C#N)C(=O)NC2CCCC2)c2ccccc21,-8.7
CC(=O)Nc1ccc(SC[C@H](Cc2ccccc2)N2CC[C@@H](O)CCC2=O)cc1,18.5
O=C(NC(O)C(=O)c1ccc(F)cc1)c1ccc(F)cc1 (centres undefined),-8.1
CCCCNC(=O)c1cc2nc(-c3ccccc3)cc(C(F)(F)F)n2n1,6.6
C=CC(=O)Nc1ccc(N(C)c2ccnc(Nc3ccc(N4CCN(C)CC4)cc3)n2)cc1,0.0
CN(C)c1ccc(-c2noc(C3CCN(S(=O)(=O)c4ccc(C(=O)O)cc4)CC3)n2)cc1,-24.6
COc1ccc(OC(=O)COc2cc(C)ccc2C)cc1,-5.7
CCn1c(Oc2ccccc2)nc2c1c(=O)n(C)c(=O)n2C,5.7
COC(=O)c1cccc(NC(=O)c2cnn(C)c2)c1,-3.2
CCCCCCCCN1[C@@H](CC(=O)OCC)c2ccc(C(F)(F)F)cc2S1(=O)=O,-8.7

# Looked up by compound from the entries so far:
SMILES,Pf gametocyte
COC(=O)c1cccc(NC(=O)c2cnn(C)c2)c1,-3.2
C=CC(=O)Nc1ccc(N(C)c2ccnc(Nc3ccc(N4CCN(C)CC4)cc3)n2)cc1,0.0
O=C(NCc1ccccc1)c1ccc[n+]([O-])c1,-4.6
O=C(NCCc1ccc(F)cc1)Nc1ccccc1,-15.8
CCCCCCCCN1[C@@H](CC(=O)OCC)c2ccc(C(F)(F)F)cc2S1(=O)=O,-8.7
CCCCNC(=O)c1cc2nc(-c3ccccc3)cc(C(F)(F)F)n2n1,6.6

# Next part
SMILES,Pf gametocyte
CC(Oc1ccccc1)C(=O)N1CCc2ccccc2C1 (centres undefined),-2.2
COc1ccc(-c2ccc3c(c2)c(-c2cccs2)c(-c2cc(OC)cc(OC)c2)n3C)cc1,-0.5
O=C(O)CCC(=O)OCc1c(-c2ccccc2)ncc2ccccc12,-13.5
Cc1ccc(F)c(Cn2cnc3c(cnn3C(C)(C)C)c2=O)c1Cl,7.5
C=CC[C@@H](CC(=O)N[C@H](CO)Cc1ccccc1)C(=O)N[C@H](COC(=O)[C@@H](CC=C)Cc1ccc(F)cc1)Cc1c[nH]c2ccccc12,1.6
C[C@H](CO)N1C[C@H](C)[C@@H](CN(C)S(=O)(=O)c2cn(C)cn2)Oc2ccc(NC(=O)C3CC3)cc2C1=O,20.9
CCCn1c(N2CCN(C(=O)/C=C/C(=O)O)CC2)nc2ccccc21,-7.7
C[C@H](NC(=O)c1nc[nH]c1C(=O)N[C@@H](C)C(=O)OCc1ccccc1)C(=O)OCc1ccccc1,4.4
COc1cccc(-c2cn(C[C@H]3CC[C@@H]([C@@H]4CC[C@H](Cn5cc(-c6cccc(OC)c6)nn5)O4)O3)nn2)c1,-24.9
CCN1C(=O)[C@H]2[C@@H](c3ccc(SC4CCCCC4)c(OC)c3)N3CCCC[C@@]3(C(=O)OC)[C@H]2C1=O,10.8
CCN(CC)C(=O)CSc1nc(COc2ccccc2)nc2ccccc12,-7.8
Cc1ccc(C)c(S(=O)(=O)NCC(=O)N2CCCC2)c1,-13.9
CS(=O)(=O)Nc1ccccc1C(=O)NCCSc1ccc(Cl)cc1,-1.8
Brc1cc2ccccc2[n+](Cc2ccccc2)c1,10.3
CCCNC(=O)c1onc(CS(=O)(=O)c2cccc(OC)c2)c1C(=O)NCCC,-10.7
COC(=O)c1ccc(Cn2cc(/C=C\[N+](=O)[O-])c3ccccc32)o1,1.8
CCCNC(=O)C(Cc1ccc(Br)cc1)NC(=O)c1ccc(C#N)cc1 (centres undefined),-5.5
Cc1c(C(=O)N2CCN(c3ccccn3)CC2)sc2ncnc(N3CCN(c4ccccc4)CC3)c12,6.5
COc1ccccc1C1CC(=O)Nc2cc(C)c(C)cc21 (centres undefined),-8.2
CCOC(=O)C1(Cc2ccccc2C)CCCN(C(=O)CCC(=O)OC)C1 (centres undefined),-5.9
O=C(Sc1ccc(Cl)cc1)c1ccccn1,23.8
O=C(NNC(=O)c1ccccc1O)c1ccc(Br)cc1,-7.0
O=C(OCc1ccc(F)cc1)c1cc2ccccc2cc1O,3.3
Nc1cc(=O)[nH]c(SCc2ccccc2Cl)n1,6.1
CCCCCCCNC(=O)C1(CC2CC(c3cccc(Br)c3)=NO2)CCN(C(=O)OC(C)(C)C)CC1 (centres undefined),-9.9
NC(=O)c1c(NC(=O)c2ccccc2)sc2c1CCC2,-27.6
CCn1c(=O)c(C(=O)Nc2ccccc2F)c(O)c2ccccc21,-1.6
O=[N+]([O-])c1cc([N+](=O)[O-])c(Oc2c(F)ccc(F)c2F)cc1NN1CCCCC1,-42.0
CC(C)(C)OC(=O)N[C@@H](Cc1ccccc1)C(=O)N[C@@H](CO)[C@H](O)[C@@H]1C[C@@H]1C(=O)NC1CC1,13.0
C=CCC[C@@H](Cc1ccc(F)cc1)C(=O)OC[C@@H]1CCCN1C(=O)[C@@H](CC=C)CC(=O)N[C@@H](CO)Cc1ccccc1,5.2
